Bioassay records as filed in PubChem BioAssay.
KCNK9 block = human KCNK9 channel inhibition. Q9NPC2. 1.2% of 310,000 active. B-score at 10 µM. HEK293 KCNK9, FluxOR thallium flux fluorescence; stronger effect = lower value;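 active means ratio B-score over 3 SD below the library mean, with starting fluorescence within 5 SD of its mean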;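 further: negative B-score means less thallium flux so channel inhibition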
PolyA inh = inhibitors of polyadenylation in S. cerevisiae. S. cerevisiae SKY197-pL101 polyadenylation reporter, beta-gal luminescence; efflux-impaired pdr1/pdr3 knockout yeast; score 100 = 6 SD above DMSO. calls only at 12 µM. 0.02% of 300,000 active;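 active means lowest replicate activity score at least 50, where 100 means six control SD above control mean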;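 further: yeast exposed to compound for 9 h at 30 °C; higher score means more reporter readthrough which indicates perturbed polyadenylation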
KCNQ1 act = human KCNQ1 channel potentiation or activation; CHO-K1 KCNQ1, thallium flux FluxOR fluorescence; stronger effect = higher value; B-score at 10 µM; 0.35% of 310,000 active; AID 2648;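 active means fluorescence ratio B-score, a plate-corrected score, at least three library SD, with initial intensity B-score within 5 SD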
Target sequence (P51787 whole entry, looked up): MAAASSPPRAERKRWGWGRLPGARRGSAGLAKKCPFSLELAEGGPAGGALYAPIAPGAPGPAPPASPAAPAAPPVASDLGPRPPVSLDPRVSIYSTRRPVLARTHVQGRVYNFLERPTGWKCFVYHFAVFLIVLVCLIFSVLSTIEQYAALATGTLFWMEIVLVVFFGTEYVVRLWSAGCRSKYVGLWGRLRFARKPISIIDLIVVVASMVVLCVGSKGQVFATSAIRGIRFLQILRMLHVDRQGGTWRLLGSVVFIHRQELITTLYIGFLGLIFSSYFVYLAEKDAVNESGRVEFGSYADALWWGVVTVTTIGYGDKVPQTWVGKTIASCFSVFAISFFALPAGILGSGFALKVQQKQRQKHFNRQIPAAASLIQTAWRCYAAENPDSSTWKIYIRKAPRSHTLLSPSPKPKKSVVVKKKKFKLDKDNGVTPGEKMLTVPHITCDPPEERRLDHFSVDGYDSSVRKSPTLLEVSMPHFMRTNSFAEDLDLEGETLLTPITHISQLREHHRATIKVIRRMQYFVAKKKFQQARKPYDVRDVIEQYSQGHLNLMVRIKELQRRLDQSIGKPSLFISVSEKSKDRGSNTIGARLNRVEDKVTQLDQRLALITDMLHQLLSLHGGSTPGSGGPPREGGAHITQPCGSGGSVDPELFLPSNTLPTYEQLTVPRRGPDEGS
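System: Stable KCNQ1 CHO-K1 line | Incubation: 90 min dye loading and 20 min compound exposure, both at room temperature | Measure: Ratio B score | Medium: Assay buffer for compound exposure, DMSO matched across wells | Compound dosing: Single-concentration screen | Probe or stimulus: K+/Tl+ depolarizing stimulus | Measured by: Kinetic FluxOR fluorescence, 10 s baseline plus 110 s post-stimulus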
KCNQ1 block = blocks the human KCNQ1 potassium channel | B-score at 10 µM | 1.3% of 310,000 active | P51787 | CHO-K1 KCNQ1, FluxOR thallium flux fluorescence; stronger effect = higher value | AID 2642;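 active means compounds whose thallium flux B-score, printed positive for inhibition, exceeds three library SD while starting fluorescence stays within three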;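 further: channel opened by potassium depolarization with thallium stimulus after 20 min compound exposure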
RGS4 inh = inhibitors of human RGS4; P49798; 0.45% of 310,000 active; B-score at 10 µM; HEK293 M3R/RGS4 inducible, Fluo-4 calcium flux; stronger effect = higher value; triggered by carbachol at its EC20; AID 463165;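 active means B-score, a plate-corrected calcium signal, over three deviations above library mean, with baseline fluorescence within five deviations of library mean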;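 further: RGS4 expression induced by doxycycline in cells with stable M3 receptor; B-score is computed from the integrated fluorescence ratio over baseline after carbachol; higher B-score means a larger calcium signal and so more RGS4 inhibition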
Dyrk1A ADPGlo = inhibitors of rat Dyrk1A kinase. Q63470. ADP-Glo luminescence, NFATc1 peptide. inhibition, % at 12.5 µM. 0.43% of 310,000 active; in the data active means inhibition above about 50%;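 further: plate controls were vehicle with enzyme for no effect and no enzyme for full effect; many of its hits are not listed in these tables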
GSK3beta inhib = inhibitors of human GSK3beta kinase; GST-GSK3beta kinase, ADP-Glo luminescence, 60 min; stronger effect = lower value; activity score (negative = inhibition), % at 10 µM; 0.038% of 300,000 active;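 active means more than half of replicate wells score below -50%, meaning over 50% inhibition versus plate controls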;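 further: 0% = median DMSO wells and -100% = median GW8510 positive control wells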
Target sequence (P49841 whole entry, looked up): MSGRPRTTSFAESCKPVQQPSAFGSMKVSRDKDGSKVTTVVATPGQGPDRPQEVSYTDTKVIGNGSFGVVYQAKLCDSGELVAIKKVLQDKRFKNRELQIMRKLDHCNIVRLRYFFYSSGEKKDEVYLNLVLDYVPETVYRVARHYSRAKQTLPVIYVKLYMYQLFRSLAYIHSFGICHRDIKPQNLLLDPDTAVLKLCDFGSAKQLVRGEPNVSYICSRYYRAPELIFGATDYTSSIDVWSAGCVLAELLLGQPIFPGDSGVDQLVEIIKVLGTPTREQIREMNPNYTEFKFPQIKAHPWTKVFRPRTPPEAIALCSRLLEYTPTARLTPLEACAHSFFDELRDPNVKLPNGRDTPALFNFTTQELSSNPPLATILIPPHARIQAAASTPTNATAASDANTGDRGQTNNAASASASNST
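Test system – GST-tagged human GSK3beta kinase, cell-free · Incubation – 60 min enzyme reaction, room temperature · Signal – ADP-Glo luminescence · Also added – peptide substrate and ATP at 25 µM · Controls – DMSO neutral wells and GW8510 at 20 µM as positive · Buffer or medium – Tris/MgCl2 kinase buffer · Measure – Luminescence-derived activity versus plate DMSO and GW8510 wells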
KCNK3 block = human KCNK3 channel inhibition, primary screen. O14649. CHO-KCNK3 thallium flux, FluxOR fluorescence; stronger effect = lower value. 0.84% of 340,000 active. B-score at 10 µM;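 active means B-score under library mean minus 4 SD, starting fluorescence ratio at most library mean plus 5 SD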;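 further: more negative B-score means stronger inhibition of thallium flux through KCNK3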
hERG rescue = shields human hERG channel from block by proarrhythmic agents; AID 1511; activation (rescue from dofetilide block), less the hit threshold, % at 10 µM; Q12809; 0.51% of 310,000 active; CHO-hERG, FluxOR thallium flux, dofetilide IC70 present;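 active means activation above the mean of controls blocked by dofetilide plus 5 SD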;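 further: thallium influx through hERG after potassium depolarization seen as dye fluorescence rise; in these data hits start at about 4.7%; inactives centre near -7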
RGS4 act = potentiators or activators of RGS4; HEK293 M3R/inducible RGS4, carbachol calcium flux Fluo4; stronger effect = lower value; B-score at 10 µM; 0.92% of 310,000 active; AID 463111;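 active means B-score of the integrated calcium signal more than 4 SD below the library mean, with starting fluorescence not abnormally high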;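 further: negative B-score means reduced calcium response which marks RGS4 activation or potentiation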
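Also added: carbachol at ECmax as muscarinic agonist stimulus; Assay system: HEK293 cells with stable M3R and inducible RGS4; Timing: overnight RGS4 induction, 30 min dye load 37 °C, 20 min compound RT; Measured by: Fluo4-AM (2 µM) calcium-flux fluorescence, kinetic read.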
GSK3A inh = inhibitors of human GSK-3 alpha kinase. ADP-Glo luminescence, 60 min. inhibition, % at 10 µM. 0.1% of 320,000 active;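 in the data active means inhibition above about 50%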;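 further: GST-tagged GSK-3 alpha with peptide substrate and 25 µM ATP; 0% = DMSO neutral wells and 100% = GW8510 positive control wells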
* = called active by the depositor; i = inactive; x = no result given.

Each structure is followed by: KCNK9 block	PolyA inh	KCNQ1 act	KCNQ1 block	RGS4 inh	Dyrk1A ADPGlo	GSK3beta inhib	KCNK3 block	hERG rescue	RGS4 act	GSK3A inh
> CC(OC(=O)/C=C/c1ccco1)C(=O)Nc1cccc([N+](=O)[O-])c1 (stereo not drawn)
 : i	i	i	i	i	-3.1	1.3	i	-2.8	i	-0.9
> Cc1ccc(S(=O)(=O)NCCC(=O)Nc2nnc(C3CC3)s2)cc1C
 : i	i	i	i	i	-0.6	2.9	i	-6.0	i	-0.1
> CCSc1nnc2ccc(-c3ccc(OC)c(OC)c3)nn12
 : i	i	i	i	i	2.9	2.4	i	-5.6	i	-3.8
> CCOC(=O)C1(Cc2ccccc2C)CCCN(C(=O)c2ccc(COC)o2)C1 (stereo not drawn)
 : i	i	i	i	i	3.3	0.5	i	-11.5	i	-3.9
> CC(C1CC1)N(Cc1ccccc1)C(=S)Nc1ccccc1 (stereo not drawn)
 : i	i	i	i	i	3.2	-0.2	-11.7*	-7.7	i	-1.4
> O=C(Nc1csnn1)c1csnn1
 : i	i	i	i	i	-1.6	-1.1	i	-8.1	i	-2.3
> COc1ccccc1CN1C(=O)C2CC=CCC2C1=O (stereo not drawn)
 : i	i	i	i	i	8.1	-1.1	i	-7.3	i	x
> NC(=O)CC(NC(=O)Cc1cccc2ccccc12)c1ccc(N2CCc3ccccc3C2)c([N+](=O)[O-])c1 (stereo not drawn)
 : i	i	i	i	i	5.2	0.6	i	-2.8	i	-2.2
> Cc1ccccc1NC(=S)NCCO
 : i	i	i	i	i	2.2	1.3	i	-0.1	i	-1.5
> CCCNC(=O)COC(=O)c1ccc(Cl)c(S(=O)(=O)N2CCCC2)c1
 : i	i	i	i	i	16.0	1.7	i	-0.9	i	0.0
> COc1ccc(NC(=O)c2ccc(S(=O)(=O)N(C)C)cc2)cc1OC
 : i	i	i	i	i	9.0	3.9	i	-8.0	i	-0.1
> COc1ccc2c(CC(=O)OCC(=O)Nc3sc4c(c3C#N)CCC(C)C4)coc2c1 (stereo not drawn)
 : i	i	i	i	i	6.7	-13.1	i	-1.8	i	-1.7
> Cc1cc(C(=O)OCC(=O)c2ccc3c(c2)OCCO3)c(C)o1
 : i	i	i	i	i	7.6	-0.3	i	0.3	i	-2.5
> Cc1cc(C)c(NC(=O)CNC(=O)c2ccc(-n3cncn3)c([N+](=O)[O-])c2)c(C)c1
 : i	i	i	i	i	7.4	2.2	i	-9.6	i	-0.4
> Cc1nn(CC(=O)NCCc2ccccc2)c(C)c1[N+](=O)[O-]
 : i	i	i	i	i	-1.6	-2.4	i	-7.4	i	x
> O=C(Nc1ccc(F)cc1)Nc1ccccc1NS(=O)(=O)c1cccs1
 : i	i	i	i	i	1.7	-1.0	i	-10.9	i	0.6
> COC(=O)[C@@]12CCCN1[C@H](c1ccc(-c3ccc(F)cc3)cc1)[C@H]1C(=O)N(C)C(=O)[C@H]12
 : i	i	i	i	i	-1.8	-2.0	i	-3.6	i	-0.3
> NC(=O)CC(NC(=O)Cc1cccc2ccccc12)c1ccc(NCc2ccc(F)c(F)c2)c([N+](=O)[O-])c1 (stereo not drawn)
 : i	i	i	i	i	3.3	0.2	i	-7.2	i	-0.1
> CC(C)CCNC(=O)CN(CCN1CCOCC1)C(=O)Cn1nnc(-c2ccc(F)cc2)n1
 : i	i	i	i	i	x	2.3	i	-6.5	i	-1.8
> Cc1onc(-c2c(Cl)cccc2Cl)c1C(=O)NCCc1ccncc1
 : i	i	i	i	i	-6.7	-2.5	i	-7.3	i	1.1

Sorted by length of the SMILES (low to high): part of the list above
Each structure is followed by: KCNK9 block	PolyA inh	KCNQ1 act	KCNQ1 block	RGS4 inh	Dyrk1A ADPGlo	GSK3beta inhib	KCNK3 block	hERG rescue	RGS4 act	GSK3A inh
> O=C(Nc1csnn1)c1csnn1
 : i	i	i	i	i	-1.6	-1.1	i	-8.1	i	-2.3
> CCSc1nnc2ccc(-c3ccc(OC)c(OC)c3)nn12
 : i	i	i	i	i	2.9	2.4	i	-5.6	i	-3.8
> COc1ccc2c(CC(=O)OCC(=O)Nc3sc4c(c3C#N)CCC(C)C4)coc2c1 (stereo not drawn)
 : i	i	i	i	i	6.7	-13.1	i	-1.8	i	-1.7

(more compounds)
Each structure is followed by: KCNK9 block	PolyA inh	KCNQ1 act	KCNQ1 block	RGS4 inh	Dyrk1A ADPGlo	GSK3beta inhib	KCNK3 block	hERG rescue	RGS4 act	GSK3A inh
> O=[N+]([O-])c1ccc(/C=N/Nc2ccccn2)cc1
 : i	i	i	i	i	8.2	0.4	i	-2.1	i	-4.5
> COc1ccccc1N1CCN(C(=O)CSc2nnc(NC(=O)C3CCC3)s2)CC1
 : i	i	i	i	i	-1.3	4.7	i	-6.4	i	1.3
> CCC(=O)NC(=S)Nc1ccc(S(=O)(=O)N2CCN(C)CC2)cc1
 : i	i	i	i	i	-1.6	0.7	i	-5.5	i	3.6
> COc1ccc(Nc2nc(N)nc(CSCCO)n2)cc1
 : i	i	i	i	i	6.3	-0.6	i	-9.5	i	1.1
> Cc1ccsc1-c1nc(C(N)=O)c2[nH]c(=O)n(-c3ccc(Cl)cc3)c2n1
 : i	i	i	i	i	2.2	-0.5	i	-18.4	i	-0.9
> O=C(Cn1cncn1)c1ccccc1Br
 : i	i	i	i	i	-0.6	-0.4	i	2.1	i	0.5
> COc1ccc(-c2cc(C#N)nc(N3CCN(C)CC3)n2)cc1
 : i	i	i	i	i	0.5	-0.8	i	-1.3	i	2.1
> Cc1ccc(C2CC(=O)NC(SCC(=O)Nc3nccs3)=C2C#N)cc1 (stereo not drawn)
 : i	i	i	i	i	10.2	-3.1	i	-7.8	i	2.3
> O=C(O)c1cccc(Nc2c([N+](=O)[O-])c(=O)oc3ccccc23)c1
 : i	i	i	i	i	-0.5	-3.7	i	-11.4	i	5.5
> NC(=O)CSc1nnc(Cn2c(=O)sc3ccccc32)n1-c1ccccc1
 : i	i	i	i	i	2.5	-1.2	i	-14.0	i	-3.3
> CC(C)c1ccc(/C=N/n2c(-c3ccccc3)n[nH]c2=S)cc1
 : i	i	i	i	i	3.7	-2.0	i	-2.0	i	-3.7
> CCOC(=O)c1ccc(NC(=O)C2CCN(C(=O)c3ccc(OC)c(OC)c3)CC2)cc1
 : i	i	i	i	i	17.7	-1.1	i	-8.3	i	5.9
> O=c1[nH]c(-c2ccccc2)nnc1-c1ccccc1
 : i	i	i	i	i	-11.7	2.4	i	-5.4	i	-2.7
> C=CCn1c(C)nnc1SCC(=O)Nc1nccs1
 : i	i	i	i	i	5.9	-9.0	i	-11.4	i	7.1
> Cc1cc(OC(=O)CNC(=O)OC(C)(C)C)c2c(C)cc(=O)oc2c1
 : i	i	i	i	i	32.7	4.1	i	-5.0	i	x
> CCCc1n(CC(O)COCc2ccccc2)c2ccccc2[n+]1C (stereo not drawn)
 : i	i	i	i	i	3.2	1.2	i	-14.3	i	-0.7
> O=[N+]([O-])c1cccc(-c2nnc3n2CCCCC3)c1
 : i	i	i	i	i	-1.1	-2.0	i	-4.6	i	1.2
> CC(C)(C)c1ccc(/C=C/C(=O)NCCCn2ccnc2)cc1
 : i	i	i	i	i	2.2	3.8	i	-8.2	i	1.1
> O=C(CCCN1C(=O)/C(=C/c2cccs2)SC1=S)Nc1ccc(O)cc1
 : i	i	i	i	i	5.1	1.2	i	-4.5	i	0.6
> Cc1ccc(C(c2sc3nc(C)nn3c2O)N2CCOCC2)cc1 (stereo not drawn)
 : i	i	i	i	i	1.0	1.7	i	-2.9	i	-1.7

Going on with the list:
Each structure is followed by: KCNK9 block	PolyA inh	KCNQ1 act	KCNQ1 block	RGS4 inh	Dyrk1A ADPGlo	GSK3beta inhib	KCNK3 block	hERG rescue	RGS4 act	GSK3A inh
> O=C(Nc1sc2c(c1C(=O)O)CCCCC2)c1ccccc1F
 : i	i	i	i	i	-0.7	7.0	i	-9.0	i	3.9
> Cc1c(Cl)c([N+](=O)[O-])nn1CC(=O)Nc1c(C)n(C)n(-c2ccccc2)c1=O
 : i	i	i	i	i	7.6	-2.8	i	-3.8	i	0.7
> O=C(COC(=O)c1ccccc1C(=O)c1ccc(Cl)c([N+](=O)[O-])c1)NC1CC1
 : i	i	i	i	i	2.9	-2.4	i	-24.9	i	-1.4
> Cc1ccc2[nH]c(=O)c(C(c3nnnn3CC3CCCO3)N3CCc4ccccc4C3)cc2c1 (stereo not drawn)
 : i	i	i	i	i	1.1	0.5	i	-17.3	i	2.5
> CC(C)C(OC(=O)c1ccccc1)c1nccc2ccccc12 (stereo not drawn)
 : i	i	i	i	i	-4.1	1.2	i	-21.0	i	-2.8
> Cc1ccccc1OCCn1c(S(=O)(=O)O)nc2c(N)ncnc21
 : i	i	i	i	i	-0.5	3.3	i	-4.5	i	-2.1
> CC(=O)Oc1ccc(C(=O)Nc2ccc3c(c2)C(=O)N(CCC(=O)O)C3=O)cc1
 : i	x	i	i	i	4.4	-0.7	i	-9.9	i	2.3
> CCOc1ccc(/C=C2\SC(=S)N(CCC(=O)O)C2=O)cc1
 : i	i	i	i	i	-2.6	-2.3	i	-15.2	i	-2.3
> Cc1cccn2c(=O)c(/C=C3\SC(=S)NC3=O)c(NCCCN3CCOCC3)nc12
 : i	i	i	i	i	-0.2	-0.4	i	-14.1	i	4.4
> COc1ccc(C2SCC(C(=O)O)N2C(C)=O)cc1OC (stereo not drawn)
 : i	i	i	i	i	1.0	-4.6	i	-8.6	i	x
> COCCCn1c(=O)c2ccccc2n(Cc2cccc(C)c2)c1=O
 : i	i	i	i	i	-0.9	3.7	i	-7.5	i	-3.6
> Cc1[nH]n(-c2ccccc2)c(=O)c1/C=N/N1C(=O)c2ccc3c4c(ccc(c24)C1=O)CC3
 : i	i	i	i	i	-3.0	2.6	i	-0.2	i	x
> Cn1cnnc1SCC(=O)Nc1ccccc1Sc1ccccc1
 : i	i	i	i	i	8.3	0.0	i	-2.2	i	x
> CCCc1cc(=O)oc2c(C)c(OCC(=O)NC3CCN(Cc4ccccc4)CC3)ccc12
 : i	i	i	i	i	-3.2	5.2	i	-16.1	i	0.2
> CN(c1ccccc1)S(=O)(=O)c1cccc(C(=O)Nc2nccs2)c1
 : i	i	i	i	i	-0.3	0.4	i	-10.6	i	-1.4

Only part of the results is shown. The share of hits here may be higher or lower than overall.
